# Screens (PubChem)
# GC-B act = GC-B (human) receptor activation; 0.11% of 370,000 active; AID 1920062; activation, % at 10 µM; P20594; HEK293-GC-B cells, CNP EC30, cGMP TR-FRET; 0% at EC30 CNP, 100% saturating CNP;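 active means activation at 10 µM reaching about 35% in either raw or pattern-adjusted values, limit read from the data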
# GC-A act = GC-A (human) enzyme activation; P16066; HEK293 GC-A cells, cGMP TR-FRET, EC30 ANP; 0% at EC30 ANP, 100% saturating ANP; activation, % at 10 µM; 0.14% of 370,000 active; in the data active means activation above about 40%
# KLK7 zymogen act = proKLK7 (human) activation, primary screen | activation, % at 7 µM | AID 652039 | 0.9% of 370,000 active | P49862 | purified proKLK7, EDANS-DABCYL substrate fluorescence; 100% is mature enzyme control, 0% vehicle;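 active means activation above the mean of all tested compounds plus 3 SD, computed per campaign excluding outliers beyond control limits, cut at about 13% in these data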
# Tn6 DDE FP = DD(E)-Tn6 binding inhibition, primary FP screen | AID 720509 | inhibition, % at 8.3 µM | 0.21% of 370,000 active | P02675 | Fibrin DD(E) TRITC-Tn6 fluorescence polarization displacement;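 active means inhibition above a per-campaign cutoff: mean of compounds within control limits plus 3 SD, cut at about 15% in these data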;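 further: 0% = median of all compound wells on the plate and 100% = blocking peptide control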
# Target sequence (P02675 whole entry, looked up): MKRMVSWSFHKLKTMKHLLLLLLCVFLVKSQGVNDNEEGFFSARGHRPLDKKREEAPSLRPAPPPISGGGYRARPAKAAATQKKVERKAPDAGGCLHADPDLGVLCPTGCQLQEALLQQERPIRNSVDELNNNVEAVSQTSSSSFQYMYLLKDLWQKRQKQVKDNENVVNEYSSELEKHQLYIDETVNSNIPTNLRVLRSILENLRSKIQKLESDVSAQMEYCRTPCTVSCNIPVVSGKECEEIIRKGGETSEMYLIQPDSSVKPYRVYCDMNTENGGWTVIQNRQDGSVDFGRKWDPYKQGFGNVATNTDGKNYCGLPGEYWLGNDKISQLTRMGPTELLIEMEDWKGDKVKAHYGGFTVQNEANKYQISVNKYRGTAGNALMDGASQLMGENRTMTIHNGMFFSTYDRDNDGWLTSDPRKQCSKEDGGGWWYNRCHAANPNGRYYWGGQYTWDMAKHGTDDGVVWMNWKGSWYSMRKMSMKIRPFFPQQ
# ASAP1 inh = ASAP1 ArfGAP inhibition | Q9ULH1 | ASAP1-stimulated ARF1 GTP hydrolysis, GDP FP detection | inhibition, % at 16.5 µM | 0.19% of 360,000 active; in the data active means inhibition above about 25%;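 further: 0% = vehicle with enzyme and substrate and 100% = no enzyme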
# sPLA2-III inh = Blocks human group III sPLA2 activity. 0.56% of 370,000 active. Q9NZ20. inhibition, % at 12.2 µM. QFRET BODIPY PC-A2 liposome hydrolysis, fluorescence;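 active means inhibition above mean plus 3 SD of compounds lying within the high and low control bounds, cut at about 19% in these data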;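 further: 0% = median of test compound wells and 100% = no enzyme DMSO wells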
# rCAG RNA binder = molecules binding r(CAG) RNA repeats. r(CAG) RNA repeat, TO-PRO-1 dye displacement fluorescence. inhibition, % at 3 µM. 1.3% of 370,000 active;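 active means inhibition above the plate cutoff, the mean of all test compounds on that plate plus 3 SD, cut at about 35% in these data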;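 further: 0% = DMSO alone and 100% = 100 µM mitoxantrone as full dye displacement; higher means more dye released from RNA so lower well fluorescence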
# GAA850 FXN act = frataxin GAA850 promoter activation | HEK293 lucGAA850 FXN promoter luciferase reporter, 24 h; percent of 10 µM SAHA response | 0.56% of 360,000 active | AID 540364 | activation, % at 6 µM;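 active means activation above the average of all compounds screened plus 3 SD, cutoff fixed separately per campaign, cut at about 7.5% in these data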;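 further: 0% = DMSO wells and 100% = 10 µM SAHA wells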
# ADAM10 inh = inhibits human ADAM10. O14672. recombinant ADAM10, EDANS/DABCYL FRET peptide cleavage, 3 h. inhibition, % at 7 µM. 0.62% of 370,000 active. AID 720582;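 active means inhibition above a per-campaign cutoff equal to the mean of compounds falling between control-based bounds plus 3 SD, cut at about 20% in these data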;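 further: 0% = DMSO wells while the 100% control is not disclosed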
# Target sequence (O14672 214-748 limits assumed): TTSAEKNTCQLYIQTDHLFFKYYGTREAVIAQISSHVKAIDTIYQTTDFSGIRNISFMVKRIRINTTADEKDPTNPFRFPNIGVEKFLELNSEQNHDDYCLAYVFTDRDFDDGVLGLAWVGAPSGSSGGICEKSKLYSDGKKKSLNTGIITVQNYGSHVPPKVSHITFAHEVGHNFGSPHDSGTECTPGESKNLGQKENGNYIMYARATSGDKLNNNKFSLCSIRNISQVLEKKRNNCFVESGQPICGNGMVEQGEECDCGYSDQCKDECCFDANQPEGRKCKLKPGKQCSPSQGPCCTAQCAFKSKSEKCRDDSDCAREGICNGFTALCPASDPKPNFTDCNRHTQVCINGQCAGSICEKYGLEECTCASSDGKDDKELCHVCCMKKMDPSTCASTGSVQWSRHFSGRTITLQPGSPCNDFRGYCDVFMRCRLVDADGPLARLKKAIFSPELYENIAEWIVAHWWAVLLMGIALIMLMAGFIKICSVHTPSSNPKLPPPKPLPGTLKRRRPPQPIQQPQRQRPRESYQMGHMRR
# ARFGAP1 inhibitor = rat ARFGAP1 inhibition; Q62848; Arfgap1-stimulated ARF1 GTP hydrolysis, GDP FP detection; 0.26% of 360,000 active; AID 651572; inhibition, % at 16.5 µM;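 active means inhibition above a per-plate limit, mean inhibition of low control wells plus 3 SD, cut at about 25% in these data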;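 further: 0% = DMSO wells with enzyme and 100% = wells lacking Arfgap1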
#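 System: truncated rat Arfgap1 GAP domain / Benchmarks: high control wells lacking Arfgap1, low control full reaction with DMSO / Times: compound-enzyme preincubation 20 min, reaction 120 min, detection 60 min, 25 °C / Repeats: one replicate per compound / Also added: human ARF1(Δ1-17)-GTP substrate / Measured by: Tracer-displacement fluorescence polarization with EDTA stop, 620/688 nm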
# An asterisk follows results filed as active; i = inactive.
1) CN1C(=O)N(C)C(c2ccccc2Cl)C2=C1CC(C)(C)CC2=O (stereo not drawn)
2) CC(CCc1ccccc1)NC(=O)C(=O)NCCO (stereo not drawn)
3) O=C(CN1CCCCC1)Nc1nc(-c2ccc(F)c(F)c2)cs1
4) CCc1nnc(NC(=O)CSc2nnc(C(C)NC(=O)c3ccccc3F)n2C)s1 (stereo not drawn)
5) Cn1c(NC(=O)c2cccc(Cn3cc(Cl)cn3)c2)nc2ccccc21
6) O=C(CSc1nnc(-c2cccs2)n1-c1ccccc1)Nc1ccccc1
7) COc1cc([C@H]2OC[C@H]3[C@@H]2CO[C@@H]3c2ccc(O[C@H]3O[C@H](CO)[C@@H](O)[C@H](O)[C@H]3O)c(OC)c2)ccc1O[C@@H]1O[C@H](CO)[C@@H](O)[C@H](O)[C@H]1O
8) Cc1ccc(NC(=O)CSc2nccc(=O)[nH]2)c(S(=O)(=O)N2CCOCC2)c1

screen / no.	1	2	3	4	5	6	7	8
GC-B act	1	2	-1	-2	2	-10	4	4
GC-A act	-4	4	9	3	1	4	2	1
KLK7 zymogen act	-0.6	-0.3	-0.6	0.5	0.6	0.3	0.4	0.6
Tn6 DDE FP	3	0	3	-10	1	2	6	-1
ASAP1 inh	-2	-1	-4	7	-13	10	-3	-2
sPLA2-III inh	-4	1	-4	0	4	-5	5	4
rCAG RNA binder	1	0	1	-2	-3	2	2	8
GAA850 FXN act	-0.1	-0.3	1.4	0.6	4.6	-2.1	0.1	2.6
ADAM10 inh	-1	6	-2	-9	-4	10	5	-2
ARFGAP1 inhibitor	5	4	-5	-5	6	22	7	14

9) Cn1c(N)c(C(=O)CSc2nnc(-c3cccs3)n2C2CC2)c(=O)[nH]c1=O
10) COC(=O)c1sc(-c2ccc(Cl)cc2)cc1N
11) C=CCSc1nc2c(c(=O)n(C)c(=O)n2C)n1CC
12) CS(=O)(=O)N1CCC(C(=O)NCc2ccc(F)cc2)CC1
13) CCCn1ccnc1SC(C)C(=O)Nc1c(C)n(C)n(-c2ccccc2)c1=O (stereo not drawn)
14) CC(OC(=O)c1ccccc1N1C(=O)C2C3CCC(C3)C2C1=O)C(=O)c1ccccc1 (stereo not drawn)
15) COCC(=O)Nc1cc([N+](=O)[O-])ccc1C
16) CCN(C(=O)CN1CCN(C)CC1)c1c(N)n(Cc2ccccc2)c(=O)[nH]c1=O

screen / no.	9	10	11	12	13	14	15	16
GC-B act	7	-7	2	2	2	6	1	1
GC-A act	4	18	-5	1	3	0	-1	1
KLK7 zymogen act	0.6	-1.4	-0.1	-0.4	-0.4	-0.4	0.1	0.2
Tn6 DDE FP	13	-6	-15	7	0	3	9	-3
ASAP1 inh	1	4	-10	6	8	0	12	10
sPLA2-III inh	2	-4	5	1	-2	-2	4	0
rCAG RNA binder	4	9	-2	0	-1	-4	4	0
GAA850 FXN act	-0.5	4.3	3.4	-0.2	0.1	1.6	0.3	0.2
ADAM10 inh	-3	-88	-1	2	-3	3	-2	-8
ARFGAP1 inhibitor	0	-8	2	5	7	-9	-2	-6

17) Cc1ccc(C)c(N2CCN(C(=O)CCC(=O)N3CCOc4ccc(Cl)cc43)CC2)c1
18) O=C(NC1CC1)c1cccc(Oc2ccccc2)c1
19) CCN(CC)c1ccc(-c2n[nH]c(=S)n2-c2ccccc2C)cc1
20) O=c1cc(COn2nnc3ccc(C(F)(F)F)cc32)nc2sccn12
21) COc1ccc(C)cc1NC(=O)CNCc1cccs1
22) CCOc1cc(C2NN=C(c3ccccc3)S2)ccc1OCc1ccccc1Cl (stereo not drawn)
23) CCCC(=O)Nc1ccc2c(c1)nc(CN1CCN(C(C)=O)CC1)n2C
24) COCCn1nnnc1CN1CCC(C)CC1

screen / no.	17	18	19	20	21	22	23	24
GC-B act	-8	1	-9	-6	-7	-4	5	6
GC-A act	1	1	-14	-4	2	2	1	-1
KLK7 zymogen act	0.2	0.6	-7.4	-0.6	-1.0	-0.2	-0.1	-0.4
Tn6 DDE FP	4	0	13	8	11	-2	8	-2
ASAP1 inh	0	10	2	4	-10	-1	-8	9
sPLA2-III inh	-7	-3	12	-5	18	-3	0	-2
rCAG RNA binder	3	-2	4	-2	-6	3	-1	-2
GAA850 FXN act	0.4	1.4	2.7	-2.3	1.2	4.7	1.6	-1.2
ADAM10 inh	10	4	-58	16	-11	-6	-4	-4
ARFGAP1 inhibitor	-2	-4	4	6	5	0	4	-11

25) CCOc1ccc(S(=O)(=O)N2CCN(c3ccccc3)CC2)c2cccnc12
26) Cc1nn(C)cc1/C=C/C(=O)c1cccs1
27) Cc1cc(=O)oc2cc(OCC(=O)NCCCN3CCOCC3)ccc12
28) COc1cccc(C(=O)NCCN2CCOCC2)c1
29) O=C(Nc1ccc(Br)cc1)c1csc(-c2ccncc2)n1
30) O=c1oc2c(CN3CCOCC3)c(O)c(Cl)cc2c2c1CCCC2
31) CCOC(=O)[C@H]1[C@H]2COc3ccc(OC)cc3[C@@H]2N2C(=O)c3ccc(F)cc3NC(=O)[C@@]12C
32) COc1ccccc1CNC(=O)C(C)NS(=O)(=O)c1ccccc1 (stereo not drawn)

screen / no.	25	26	27	28	29	30	31	32
GC-B act	-2	-2	0	5	-5	0	2	2
GC-A act	0	-2	2	3	-6	-2	2	10
KLK7 zymogen act	1.2	2.8	0.2	-0.3	0.8	53*	0.8	0.1
Tn6 DDE FP	3	0	-9	-4	2	-1	-1	7
ASAP1 inh	4	0	6	9	3	3	1	4
sPLA2-III inh	-3	-1	4	-7	-2	-10	-7	3
rCAG RNA binder	-2	-2	-4	-1	0	5	-4	4
GAA850 FXN act	3.3	3.1	-0.2	1.1	2.0	-0.1	-1.4	-0.5
ADAM10 inh	0	-161	-48	0	2	i	-4	-4
ARFGAP1 inhibitor	16	5	-12	11	6	9	-5	-3

33) CCn1c(SCC(=O)NCc2ccc3c(c2)OCO3)nnc1-c1cccs1
34) CCCCCCNCCn1cnc2c(N)ncnc21
35) O=C(CSc1nnc(-c2ccccc2O)o1)N1CCOCC1
36) CCC1(C)Cc2c(C#N)c(N)n(-c3ccccc3)c(=S)c2CO1 (stereo not drawn)
37) C/C(CC(=O)N1CCN(C=O)CC1)=N\NC(=O)c1ccc(Cl)cc1
38) C[C@H](NC(=O)c1nc[nH]c1C(=O)N1CCN(C(=O)OC(C)(C)C)CC1)C(=O)OCc1ccccc1
39) Cc1ccc(CCCOC(=O)C[N+]2(C)CCCCC2)cc1

screen / no.	33	34	35	36	37	38	39
GC-B act	1	0	-4	3	-1	-3	0
GC-A act	-2	-1	5	1	-3	-3	2
KLK7 zymogen act	0.1	0.2	0.3	0.7	0.5	0.1	0.3
Tn6 DDE FP	5	5	2	-15	0	-8	-3
ASAP1 inh	4	6	11	4	-5	0	0
sPLA2-III inh	-1	7	7	6	4	-12	1
rCAG RNA binder	-3	1	0	-3	0	-5	-3
GAA850 FXN act	0.8	0.2	1.6	1.5	1.6	0.2	-1.0
ADAM10 inh	-2	3	-10	-13	10	2	2
ARFGAP1 inhibitor	7	0	6	5	-17	0	3

# 3 of the entries above in order of their number in Tn6 DDE FP, low to high:
nr	molecule	Tn6 DDE FP
38	C[C@H](NC(=O)c1nc[nH]c1C(=O)N1CCN(C(=O)OC(C)(C)C)CC1)C(=O)OCc1ccccc1	-8
37	C/C(CC(=O)N1CCN(C=O)CC1)=N\NC(=O)c1ccc(Cl)cc1	0
35	O=C(CSc1nnc(-c2ccccc2O)o1)N1CCOCC1	2

# Of the compounds above, 13 have a halogen.
1) CN1C(=O)N(C)C(c2ccccc2Cl)C2=C1CC(C)(C)CC2=O (stereo not drawn)
3) O=C(CN1CCCCC1)Nc1nc(-c2ccc(F)c(F)c2)cs1
4) CCc1nnc(NC(=O)CSc2nnc(C(C)NC(=O)c3ccccc3F)n2C)s1 (stereo not drawn)
5) Cn1c(NC(=O)c2cccc(Cn3cc(Cl)cn3)c2)nc2ccccc21
10) COC(=O)c1sc(-c2ccc(Cl)cc2)cc1N
12) CS(=O)(=O)N1CCC(C(=O)NCc2ccc(F)cc2)CC1
17) Cc1ccc(C)c(N2CCN(C(=O)CCC(=O)N3CCOc4ccc(Cl)cc43)CC2)c1
20) O=c1cc(COn2nnc3ccc(C(F)(F)F)cc32)nc2sccn12
22) CCOc1cc(C2NN=C(c3ccccc3)S2)ccc1OCc1ccccc1Cl (stereo not drawn)
29) O=C(Nc1ccc(Br)cc1)c1csc(-c2ccncc2)n1

screen / no.	1	3	4	5	10	12	17	20	22	29
GC-B act	1	-1	-2	2	-7	2	-8	-6	-4	-5
GC-A act	-4	9	3	1	18	1	1	-4	2	-6
KLK7 zymogen act	-0.6	-0.6	0.5	0.6	-1.4	-0.4	0.2	-0.6	-0.2	0.8
Tn6 DDE FP	3	3	-10	1	-6	7	4	8	-2	2
ASAP1 inh	-2	-4	7	-13	4	6	0	4	-1	3
sPLA2-III inh	-4	-4	0	4	-4	1	-7	-5	-3	-2
rCAG RNA binder	1	1	-2	-3	9	0	3	-2	3	0
GAA850 FXN act	-0.1	1.4	0.6	4.6	4.3	-0.2	0.4	-2.3	4.7	2.0
ADAM10 inh	-1	-2	-9	-4	-88	2	10	16	-6	2
ARFGAP1 inhibitor	5	-5	-5	6	-8	5	-2	6	0	6

30) O=c1oc2c(CN3CCOCC3)c(O)c(Cl)cc2c2c1CCCC2
31) CCOC(=O)[C@H]1[C@H]2COc3ccc(OC)cc3[C@@H]2N2C(=O)c3ccc(F)cc3NC(=O)[C@@]12C
37) C/C(CC(=O)N1CCN(C=O)CC1)=N\NC(=O)c1ccc(Cl)cc1

screen / no.	30	31	37
GC-B act	0	2	-1
GC-A act	-2	2	-3
KLK7 zymogen act	53*	0.8	0.5
Tn6 DDE FP	-1	-1	0
ASAP1 inh	3	1	-5
sPLA2-III inh	-10	-7	4
rCAG RNA binder	5	-4	0
GAA850 FXN act	-0.1	-1.4	1.6
ADAM10 inh	i	-4	10
ARFGAP1 inhibitor	9	-5	-17
